UHRF1 binding: human UHRF1 methylated DNA binding inhibitors | Q96T88 | UHRF1 binding to methylated oligo, TR-FRET | inhibition, % at 4.4 µM | 0.75% of 370,000 active | AID 687016; in the data active means inhibition above about 21%;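 further: UHRF1 SRA domain binding a hemimethylated CpG hairpin DNA probe; 0% = median of test compound wells and 100% = reference inhibitor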
SIAE primary: human SIAE inhibition, primary screen; Q9HAT2; inhibition, % at 9.66 µM; SIAE FP-Rh probe binding, fluorescence polarization; 0.69% of 370,000 active;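 active means inhibition above a cutoff: mean of compounds within the control limits plus 3 SD of those, cut at about 17% in these data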;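 further: 0% = plate median of compound wells and 100% = probe without SIAE protein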
PRMT1 FP inh: blocks human protein arginine methyltransferase 1; Q99873; recombinant PRMT1, activity-based probe fluorescence polarization; inhibition, % at 2.79 µM; 1.3% of 370,000 active;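 active means inhibition above about 21% made by adding two undisclosed values, limit read from the data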
Tn6 DDE FP: disrupts Tn6 cyclic peptide binding to fibrin D-Dimer-E complex; P02675; Fibrin DD(E) TRITC-Tn6 fluorescence polarization displacement; inhibition, % at 8.3 µM; 0.21% of 370,000 active; AID 720509;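 active means inhibition above a per-campaign cutoff: mean of compounds within control limits plus 3 SD, cut at about 15% in these data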;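 further: 0% = median of all compound wells on the plate and 100% = blocking peptide control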
KLK7 zymogen act: proKLK7 (human) activation, primary screen; activation, % at 7 µM; purified proKLK7, EDANS-DABCYL substrate fluorescence; 100% is mature enzyme control, 0% vehicle; P49862; 0.9% of 370,000 active;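 active means activation above the mean of all tested compounds plus 3 SD, computed per campaign excluding outliers beyond control limits, cut at about 13% in these data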
Target sequence (P49862 whole entry, looked up): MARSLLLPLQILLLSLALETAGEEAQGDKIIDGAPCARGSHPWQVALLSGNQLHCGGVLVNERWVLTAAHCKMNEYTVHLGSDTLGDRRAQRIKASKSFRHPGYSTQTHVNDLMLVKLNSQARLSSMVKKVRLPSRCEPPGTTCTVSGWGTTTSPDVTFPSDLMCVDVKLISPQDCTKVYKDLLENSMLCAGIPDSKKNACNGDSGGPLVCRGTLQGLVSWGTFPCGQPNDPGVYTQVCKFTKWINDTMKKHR
Tn7 DDE FP: inhibitors of Tn7 peptide binding to human fibrin DD(E) | 0.13% of 370,000 active | FP displacement of FITC-Tn7 peptide from fibrin DD(E); 0% = median of compound wells per plate | inhibition, % at 8.3 µM;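 active means inhibition above the mean of compounds falling within the control limits plus 3 SD of them, cut at about 14% in these data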;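 further: 0% = plate median of compound wells and 100% = 10 µM Aha-Tn7 peptide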
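Assay system: Human clot-derived fibrin DD(E) complex | Buffer or medium: Tris/NaCl/CaCl2 buffer, pH 7.8 | Repeats: One replicate per compound | Benchmarks: Aha-Tn7 high control | Measure: % inhibition scaled between sample-field median and high-control FP | Schedule: 10 min plus 3 h, room temperature | Signal: Fluorescence polarization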
TCR-CD3 inh: inhibitors of human TCR-CD3 interaction. TAMRA-labeled TCR probe fluorescence, biochemical. inhibition, % at 9.4 µM. 0.37% of 360,000 active; in the data active means inhibition above about 19%;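 further: recombinant mutant TCR 2C K166C tagged with TAMRA read by polarization; 0% = receptor in buffer alone and 100% = receptor with positive control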
MBD2 inh: MBD2-methylated oligo binding inhibition | TR-FRET, MBD2 binding to methylated oligonucleotide | inhibition, % at 4.4 µM | 0.31% of 370,000 active; in the data active means inhibition above about 13%
Target sequence (Q9UBB5 whole entry, looked up): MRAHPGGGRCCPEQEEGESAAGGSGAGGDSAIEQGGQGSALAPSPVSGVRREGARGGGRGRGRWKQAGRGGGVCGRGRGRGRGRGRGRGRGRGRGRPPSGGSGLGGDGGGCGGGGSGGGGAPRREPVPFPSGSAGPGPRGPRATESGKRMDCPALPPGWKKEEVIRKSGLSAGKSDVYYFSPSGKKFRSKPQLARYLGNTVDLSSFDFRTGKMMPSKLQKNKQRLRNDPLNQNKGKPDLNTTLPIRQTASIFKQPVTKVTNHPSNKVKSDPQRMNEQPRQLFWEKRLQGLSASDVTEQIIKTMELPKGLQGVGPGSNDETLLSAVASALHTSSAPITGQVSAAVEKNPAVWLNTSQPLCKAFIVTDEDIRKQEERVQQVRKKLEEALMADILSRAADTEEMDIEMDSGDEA
TDP2 absorb: blocks human TDP2 phosphodiesterase activity | inhibition, % at 12.8 µM | recombinant TDP2, T5PNP hydrolysis, p-nitrophenol absorbance 415 nm | 0.34% of 370,000 active | O95551;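 active means inhibition above the mean of all tested compounds plus 3 SD, set per campaign, cut at about 25% in these data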;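 further: 0% = DMSO with enzyme and 100% = buffer with substrate but no TDP2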
Target sequence (O95551 whole entry, looked up): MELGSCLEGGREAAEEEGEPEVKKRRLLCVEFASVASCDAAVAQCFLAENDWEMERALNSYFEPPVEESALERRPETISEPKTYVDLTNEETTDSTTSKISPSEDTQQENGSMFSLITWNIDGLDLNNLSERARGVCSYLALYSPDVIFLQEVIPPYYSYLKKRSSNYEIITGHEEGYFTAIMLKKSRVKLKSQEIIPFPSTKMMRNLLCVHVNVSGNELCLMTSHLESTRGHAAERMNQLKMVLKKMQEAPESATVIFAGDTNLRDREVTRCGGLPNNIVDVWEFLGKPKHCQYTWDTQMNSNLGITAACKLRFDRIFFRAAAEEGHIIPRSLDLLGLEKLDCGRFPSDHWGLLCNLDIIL
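Test system: Human TDP2 enzyme | Reagent: 5 mM T5PNP | Compound dosing: 12.8 µM single point, 1% DMSO | Incubation: Enzyme reaction with compound for 2 h at 37 °C | Technique: p-Nitrophenol epi absorbance | Read-out: % inhibition relative to enzyme-containing and enzyme-free wells | Benchmarks: High control without enzyme, low control DMSO plus TDP2 | Replicates: Singlicate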
LEDGF integ inh: blocks HIV-1 LEDGF/p75-dependent DNA integration; AID 743269; 0.64% of 370,000 active; inhibition, % at 3.7 µM; TR-FRET IN-LEDGF/p75 DNA integration, Eu/Cy5;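 active means inhibition above the screen-wide mean plus 3 SD, cut at about 13% in these data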;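 further: signal is the Cy5 over europium emission ratio at 671 and 618 nm; 0% = plate median of compound wells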
* marks the source's active call; other numbers are inactive results; . = not tested or not shown.

No.	structure	UHRF1 binding	SIAE primary	PRMT1 FP inh	Tn6 DDE FP	KLK7 zymogen act
1	O=C1C(Cl)=C(N2CCCC2)C(=O)N1c1ccccc1F	-5	8	9	-5	-0.8
2	Cc1nc2sc3c(c2c(=O)[nH]1)CCCC3	1	0	1	6	0.4
3	O=C(Nc1ccccc1)N1CCN(Cc2ccc(Cl)cc2)CC1	-4	3	-4	5	-0.3
4	N#CC(C#N)=Cc1cc2ccccc2nc1N1CCOCC1	-1	0	-1	-10	0.7
5	CCOc1ccc(S(=O)(=O)N2CCCCC2)cc1NC(=O)Cc1cccs1	-1	3	-2	-3	-0.2
6	O=C(NNC(=O)c1cccnc1SCc1cccc([N+](=O)[O-])c1)c1cccnc1	0	6	-1	-4	1.1
7	COc1ccc(S(=O)(=O)NCc2ccccn2)cc1NC(=O)c1ccccc1	36*	-3	1	-5	0.4
8	N=C(CC1CC(=O)NC(=O)C1)C1=C(O)CCCC1=O	1	1	2	1	-0.5
9	C#CCN(C[C@@H](CC(C)C)NC(=O)OC(C)(C)C)S(=O)(=O)c1ccc(Br)cc1F	0	-5	-4	2	0.1
10	N#Cc1c(NC(=O)CSc2nc(-c3ccco3)cc(C(F)(F)F)n2)sc2c1CCCC2	1	-3	0	0	-0.2
11	CCCCN(C(=O)c1nn(C)c(=O)c2ccccc12)c1c(N)n(CC(C)C)c(=O)[nH]c1=O	-2	4	-2	0	0.4
12	Cc1ccc(-c2csc(NC(=O)C3CC=CCC3C(=O)O)c2C(=O)OC(C)C)cc1 (stereo unspecified)	-1	3	4	-4	-0.3
13	Cc1ccc(C(=O)CSc2nc(C)cc(C)c2C(N)=O)cc1	0	-6	-1	7	0.3
14	O=C(N/N=C/c1cccs1)c1ccc2ccccc2c1	-2	-4	6	-7	0.0
15	O=C(Nc1ccc2c(c1)OCO2)C1CCCN(S(=O)(=O)Cc2ccccc2)C1 (stereo unspecified)	-2	0	-2	1	-0.5

No.	Tn7 DDE FP	TCR-CD3 inh	MBD2 inh	TDP2 absorb	LEDGF integ inh
1	6	5	3	15	-1
2	-3	6	0	1	6
3	4	9	-3	-3	3
4	-4	-5	0	3	0
5	5	10	-3	-1	-1
6	-4	2	2	4	1
7	3	11	11	0	3
8	8	-2	2	0	-4
9	0	4	1	3	0
10	-2	-4	5	-2	2
11	3	2	0	-2	-4
12	-7	4	-4	2	1
13	2	7	0	-1	-2
14	-2	-5	-6	-4	-1
15	1	6	-6	5	-1

Of the compounds above, 4 have four or more nitrogen atoms.
No.	structure	UHRF1 binding	SIAE primary	PRMT1 FP inh	Tn6 DDE FP	KLK7 zymogen act
4	N#CC(C#N)=Cc1cc2ccccc2nc1N1CCOCC1	-1	0	-1	-10	0.7
6	O=C(NNC(=O)c1cccnc1SCc1cccc([N+](=O)[O-])c1)c1cccnc1	0	6	-1	-4	1.1
10	N#Cc1c(NC(=O)CSc2nc(-c3ccco3)cc(C(F)(F)F)n2)sc2c1CCCC2	1	-3	0	0	-0.2
11	CCCCN(C(=O)c1nn(C)c(=O)c2ccccc12)c1c(N)n(CC(C)C)c(=O)[nH]c1=O	-2	4	-2	0	0.4

No.	Tn7 DDE FP	TCR-CD3 inh	MBD2 inh	TDP2 absorb	LEDGF integ inh
4	-4	-5	0	3	0
6	-4	2	2	4	1
10	-2	-4	5	-2	2
11	3	2	0	-2	-4

Next part.
No.	structure	UHRF1 binding	SIAE primary	PRMT1 FP inh	Tn6 DDE FP	KLK7 zymogen act
16	CC(C)(C)N(Cc1cn(Cc2ccccc2)nn1)S(=O)(=O)c1ccccc1Br	5	-5	0	-2	0.3
17	O=C(O)c1cc(-c2ccc(/C=N/NC(=S)Nc3ccccc3)o2)ccc1Cl	4	6	12	-7	-0.8
18	Cc1ccc(NC(=O)C2c3ccccc3Oc3ccccc32)c(C)c1	0	-1	2	1	0.1
19	OCC1(Cc2ccc(F)cc2)CCCN(Cc2ccc(F)cc2Cl)C1 (stereo unspecified)	2	-10	2	0	-0.1
20	COc1cccc(OC)c1OCCCSc1nc(C)cc(=O)[nH]1	0	5	-1	0	0.5
21	COc1cccc(C(C(=O)NCc2ccco2)N(C(=O)Cn2nnc3ccccc32)C2CC2)c1OC (stereo unspecified)	0	-10	2	3	0.0
22	O=C(O)c1cccc(-n2c(O)c(C=C3N=c4ccccc4=N3)sc2=S)c1	-10	-1	31*	2	-8.2
23	O=C(Cn1cnc2ccccc2c1=O)N1CCN(c2ccc(F)cc2)CC1	-3	-3	0	0	-0.3
24	COc1ccccc1NC(=O)C(=O)Nc1ccc2c(c1)N(C(=O)C1CC1)CCC2	4	-10	6	-8	-1.0
25	COc1ccc(CNCCC(c2ccc(OC)cc2)c2ccccc2OC)cc1 (stereo unspecified)	0	-8	0	2	-0.7
26	Cc1ccc(O)c(N=NC2=C(O)CC(C)(C)CC2=O)c1	-19	0	0	10	-0.3
27	Cc1ccc(C(=O)NCCSCc2ccc(Cl)cc2Cl)cc1[N+](=O)[O-]	3	-12	5	6	0.6
28	C/C(=N\NC(=O)C(=O)Nc1ccc(C)cc1)c1ccncc1	-1	3	1	4	-0.4
29	CC(NC(=O)CCc1nnc(C2(c3ccc(Cl)cc3)CCC2)o1)C1CC1 (stereo unspecified)	-2	4	-4	1	0.2
30	Cc1cccc2c(CC(=O)Nc3ccccc3)noc12	-1	4	-1	4	0.4

No.	Tn7 DDE FP	TCR-CD3 inh	MBD2 inh	TDP2 absorb	LEDGF integ inh
16	-2	.	-6	-17	6
17	-1	15	3	-2	6
18	5	-5	-3	4	-3
19	-10	1	-2	-7	-4
20	-5	8	0	2	3
21	0	2	0	-9	2
22	-1	-2	-11	-8	-1
23	-1	2	0	2	4
24	3	-4	10	-5	0
25	3	-8	5	-6	-4
26	-4	0	-23	-1	-6
27	6	-4	2	3	0
28	-5	3	0	1	-1
29	-4	0	3	0	3
30	-5	1	-2	22	0

UHRF1 binding, what is marked active above
No.	structure	UHRF1 binding	SIAE primary	PRMT1 FP inh	Tn6 DDE FP	KLK7 zymogen act
7	COc1ccc(S(=O)(=O)NCc2ccccn2)cc1NC(=O)c1ccccc1	36*	-3	1	-5	0.4

No.	Tn7 DDE FP	TCR-CD3 inh	MBD2 inh	TDP2 absorb	LEDGF integ inh
7	3	11	11	0	3

More compounds:
No.	structure	UHRF1 binding	SIAE primary	PRMT1 FP inh	Tn6 DDE FP	KLK7 zymogen act
31	CCC(=O)Oc1ccc(C2NC(=O)c3ccccc3O2)cc1OC (stereo unspecified)	-2	2	-1	9	-1.3
32	CCC/C(C#Cc1ccc(N(C)C)cc1)=C1/c2ccccc2C(=O)N1c1ccccc1	-1	-2	-5	10	0.3
33	COCCCn1c(=O)c2sccc2n(Cc2cccc(C)c2)c1=O	3	-1	0	-3	-0.6
34	Cc1cccc(NC(=O)CN2C(=O)C3CC=CCC3C2=O)c1C (stereo unspecified)	2	0	2	-6	0.1
35	Cc1cc(C)nc(SC2CCCCC2NS(=O)(=O)c2ccccc2)n1 (stereo unspecified)	10	-5	3	-4	0.1
36	O=C(c1ccccc1)c1sc(N2CCCCCC2)nc1-c1ccccc1	0	3	2	0	0.9
37	CCOc1cc(/C=C2\SC(=Nc3ccc(CC)cc3)NC2=O)ccc1OCC(=O)O	-1	-22	3	-2	2.2
38	S=c1[nH]c2ccc(Cl)cc2s1	-2	6	18	-4	5.9
39	COc1ccccc1OCC(=O)n1cc(C(=O)c2cc(Cl)cc(Cl)c2O)cn1	1	4	-2	5	-0.2
40	Cc1cccc(NC(=O)c2ccc([N+](=O)[O-])s2)c1C	2	3	-2	4	-0.1
41	Cn1c(CCNC(=O)c2ccc(Cl)cc2)n[nH]c1=S	-2	4	0	11	-0.8
42	O=C(NCC1OCCCN1S(=O)(=O)c1ccc(F)cc1)C(=O)NC1CCCC1 (stereo unspecified)	0	6	4	0	-0.1
43	CCOC(=O)NC(C(Cl)(Cl)Cl)S(=O)(=O)c1ccccc1 (stereo unspecified)	1	2	0	14	0.3
44	CN(C)c1ccc(CNC(=O)CN2C(=O)COc3ccc(S(=O)(=O)N4CCCC4)cc32)cc1	-4	7	-4	4	-0.6
45	O=C(Cn1cccc1C(=O)c1ccccc1)NCc1ccc(Cl)cc1	-1	-1	-1	-9	-0.2

No.	Tn7 DDE FP	TCR-CD3 inh	MBD2 inh	TDP2 absorb	LEDGF integ inh
31	4	-3	-3	5	-4
32	-1	3	4	1	-1
33	-6	-5	1	-14	4
34	4	1	1	8	0
35	-6	-1	3	-13	-5
36	0	0	3	-8	-1
37	3	-3	4	-2	-1
38	-8	0	-1	13	-4
39	1	2	1	8	-1
40	-8	0	-1	1	4
41	0	-1	-1	7	2
42	5	-2	-1	-5	-3
43	4	1	-9	7	-2
44	12	1	2	-2	1
45	1	1	1	1	-2

Quoted from the entries so far for reference:
No.	structure	UHRF1 binding	SIAE primary	PRMT1 FP inh	Tn6 DDE FP	KLK7 zymogen act
43	CCOC(=O)NC(C(Cl)(Cl)Cl)S(=O)(=O)c1ccccc1 (stereo unspecified)	1	2	0	14	0.3
44	CN(C)c1ccc(CNC(=O)CN2C(=O)COc3ccc(S(=O)(=O)N4CCCC4)cc32)cc1	-4	7	-4	4	-0.6

No.	Tn7 DDE FP	TCR-CD3 inh	MBD2 inh	TDP2 absorb	LEDGF integ inh
43	4	1	-9	7	-2
44	12	1	2	-2	1

The list continues:
No.	structure	UHRF1 binding	SIAE primary	PRMT1 FP inh	Tn6 DDE FP	KLK7 zymogen act
46	CC(=O)Nc1ccc(CC#N)cc1	-1	-4	-6	-9	-0.2
47	O=C(COc1cccnc1[N+](=O)[O-])NC1CCS(=O)(=O)C1 (stereo unspecified)	26*	-1	2	-4	0.1
48	O=C(NNC(=O)C1CCCCC1)c1ccncc1	-4	4	0	-5	0.6
49	CC(NC(=O)CSc1nnc(-c2cccc(S(=O)(=O)N3CCCCC3)c2)o1)C12CC3CC(CC(C3)C1)C2 (stereo unspecified)	-1	1	-1	2	0.3
50	C#CCn1cc(Cl)cc(C(=O)Nc2ccccc2)c1=O	18	-10	7	-5	-0.4
51	Cc1cc(-c2ccc(C)c(S(=O)(=O)Nc3ccc(S(N)(=O)=O)cc3)c2)on1	-1	7	-1	3	0.0
52	CCOc1cc(/C=N/NC(=O)C2CC2)ccc1OC(C)C	-1	-5	1	-5	0.3
53	COC(=O)[C@]12C[C@H](CC(=O)NCCCN3CCCC3=O)C(=O)N(Cc3cccc4ccccc34)C1=C[C@H](COCc1ccccc1)O[C@@H]2C	-1	8	13	2	0.0

No.	Tn7 DDE FP	TCR-CD3 inh	MBD2 inh	TDP2 absorb	LEDGF integ inh
46	1	1	-5	0	0
47	-1	2	8	-6	3
48	4	8	8	-3	4
49	2	1	-1	2	-3
50	-4	-1	6	-11	-4
51	-1	5	0	8	-3
52	4	-1	5	7	2
53	4	.	-7	-5	-1

Not a hit list; overall some 4.6% were active at least once.
